# TrxR1 substrate: qHTS Assay for Substrates of Mammalian Selenoprotein Thioredoxin Reductase 1 (TrxR1): qHTS | purified TrxR1 substrate turnover, NADPH consumption readout | Potency, µM (doses to about 114 µM), without a hit: at the highest dose activity change, negative = substrate turnover | 390,000 compounds, 0.01% hits; further: potency means the concentration at half of the fitted maximal effect; on the % scale 0 is the no-effect control and ±100 the full control effect; nearly all actives have a fitted effect of over 50% in size
#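 Rat TrxR1, dispensed at 90 nM, was prereduced with 400 uM NADPH (final) for 5 min at ~22 deg C, then incubated with compound 15 min before 400 uM selenite. A first-read NADPH fluorescence drop versus no-compound background flagged substrates.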
# GRP78 ERSR act: qHTS for Inducers of the Endoplasmic Reticulum Stress Response (ERSR) in Human Glioma: qHTS | U87-MG GRP78 promoter luciferase reporter, 16 h | Potency, µM, without a hit: top-dose activation, usual class: activators | 420,000 compounds, 0.02% hits | AID 602332, 2012; further: potency means the concentration at half of the fitted maximal effect; series mostly up to about 76 µM; % of control where 0% means no effect; nearly all actives have a fitted effect of over 35% in size
#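 ERSR induction read as luciferase luminescence (Bright-Glo, 10 min at room temperature) in stably transfected human U87-MG glioma cells exposed to compounds for 16 h, using GRP78 as sensor.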
# LDHA block: qHTS assay for inhibitors of human lactate dehydrogenase. L-lactate dehydrogenase A chain (Homo sapiens), P00338. purified LDHA, NADH/diaphorase-resazurin fluorescence; hits give low values. activity change, % (values are at about 110 or 230 µM). 480,000 compounds, 0.15% hits. AID 1347041, 2019; in the data active means activity change below about -30%; inconclusive means mostly about -25% to -30%;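 further: plate controls were DMSO wells for no effect and wells without enzyme for full effect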
#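 Remaining NADH was detected by diaphorase (0.133 mg/mL) converting 37 µM resazurin to fluorescent resorufin, read at 0 and 20 minutes. The preceding 5-minute room-temperature reaction used 2 nM LDHA, 0.2 mM sodium pyruvate and 0.06 mM NADH at pH 7.4.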
# Vif-APOBEC3G blk: qHTS for Inhibitors of Vif-A3G Interactions: qHTS | Potency, µM (titrated, usually from 46.1 µM), without a hit: top-dose activity, negative = active, actives largely listed as inhibitors | AID 602310, 2012 | DNA dC->dU-editing enzyme APOBEC-3G (Homo sapiens), Q9HC16 | 410,000 compounds, 0.076% hits | HeLa A3G-eYFP + Vif (tagged APOBEC3G with the HIV-1 protein that degrades it), YFP fluorescence, overnight;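 further: potency means the concentration at half of the fitted maximal effect; on the % scale 0 is the no-effect control and ±100 the full control effect; nearly all actives have a fitted effect of over 60% in size; hits raise eYFP signal because A3G escapes Vif-driven loss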
#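 HeLa cells stably expressing Vif and C-terminally eYFP-tagged A3G, seeded overnight at 37 deg C, then exposed to compound by pintool overnight at 37 deg C. Rise in yellow fluorescence (Ex 488/Em 500-530, Acumen) marks blocked Vif-driven A3G degradation.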
# Vif-APOBEC3F blk: qHTS for Inhibitors of Vif-A3F Interactions: qHTS. HeLa A3F-eYFP + Vif (tagged APOBEC3F with the HIV-1 protein that degrades it), YFP fluorescence increase. Potency, µM (titrated, usually from 46.1 µM), for the others: top-dose activity, negative = active. 390,000 compounds, 0.2% hits. AID 602313, 2012; further: potency means the concentration at half of the fitted maximal effect; % of control where 0% means no effect; nearly all actives have a fitted effect of over 65% in size
#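 Fluorescence increase (Ex 488/Em 500-530) after overnight compound treatment at 37 deg C flags inhibition of Vif-driven A3F-eYFP loss in stable HeLa A3F-eYFP/Vif cells seeded overnight beforehand.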
# mIDH1 inhibitor: qHTS for Inhibitors of mutant isocitrate dehydrogenase 1 (IDH1): qHTS; 390,000 compounds, 0.093% hits; AID 602179, 2012; IDH1-R132H enzyme, NADPH consumption, diaphorase/resazurin fluorescence; Potency, µM (highest dose often 76.6 µM), without a hit: at the top dose activity change, negative = inhibition, actives largely listed as inhibitors; further: potency means the concentration at half of the fitted maximal effect; on the % scale 0 is the no-effect control and ±100 the full control effect; nearly all actives have a fitted effect of over 65% in size
#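 IDH1-R132H (0.5 ug/mL) preincubated 30 min with compound, then NADPH (0.016 mM) and alpha-KG (2 mM) added; 80 min at RT, pH 7.5. Remaining NADPH coupled via diaphorase/resazurin to fluorescence (540/590 nm); concentration-response curves normalized to no-enzyme control.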
# USP1-UAF1 inh: Inhibitors of USP1/UAF1: Primary Screen | recombinant USP1/UAF1, Ub-Rhodamine cleavage fluorescence | 390,000 compounds, 0.23% hits | Potency, µM (doses to about 57.1 µM), without a hit: at the highest dose activity change, negative = inhibition, usual class: inhibitors; further: potency means the concentration at half of the fitted maximal effect; on the % scale 0 is the no-effect control and ±100 the full control effect; nearly all actives have a fitted effect of over 60% in size; inactives centre near -12
# Target sequence (O94782 whole entry, looked up): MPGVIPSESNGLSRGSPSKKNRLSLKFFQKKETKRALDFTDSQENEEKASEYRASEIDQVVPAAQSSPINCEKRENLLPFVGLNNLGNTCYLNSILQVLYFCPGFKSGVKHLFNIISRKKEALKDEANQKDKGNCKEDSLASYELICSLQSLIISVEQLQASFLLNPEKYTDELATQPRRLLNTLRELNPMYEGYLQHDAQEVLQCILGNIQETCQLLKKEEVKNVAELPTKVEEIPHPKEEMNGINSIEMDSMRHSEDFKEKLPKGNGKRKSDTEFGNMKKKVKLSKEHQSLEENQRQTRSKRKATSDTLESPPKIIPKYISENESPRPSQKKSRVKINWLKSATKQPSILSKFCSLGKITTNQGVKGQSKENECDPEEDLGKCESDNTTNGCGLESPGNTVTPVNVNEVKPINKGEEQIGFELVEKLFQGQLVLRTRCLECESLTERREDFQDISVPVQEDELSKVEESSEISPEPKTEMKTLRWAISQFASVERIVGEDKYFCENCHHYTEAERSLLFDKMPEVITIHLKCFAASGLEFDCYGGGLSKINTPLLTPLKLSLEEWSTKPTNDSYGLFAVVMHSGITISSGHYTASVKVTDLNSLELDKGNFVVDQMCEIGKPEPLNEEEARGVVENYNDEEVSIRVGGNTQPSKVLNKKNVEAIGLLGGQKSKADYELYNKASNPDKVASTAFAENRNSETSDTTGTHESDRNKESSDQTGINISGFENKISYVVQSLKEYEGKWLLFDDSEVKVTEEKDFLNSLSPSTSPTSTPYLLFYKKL
#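 USP1/UAF1 complex (1 nM) preincubated 15 min at room temperature with compound, then Ub-Rho substrate (150 nM final) added. Kinetic fluorescence at 480/540 nm over 6 reads at 60 s intervals; 50 mM HEPES pH 7.8, 0.5 mM EDTA, 0.1 mg/ml BSA, 1 mM TCEP, 0.01% Tween-20.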
# RXFP1 agonist: qHTS Assay for Agonists of the Relaxin Receptor RXFP1 | HEK293T-RXFP1 cAMP TR-FRET, 30 min; response scale: percent of porcine relaxin response, buffer zero | Relaxin receptor 1 (Homo sapiens), Q9HBX9 | Potency, µM (doses to about 57.5 µM), for the others: at the highest dose activation, most hits filed as activators | AID 2676, 2010 | 370,000 compounds, 0.3% hits; further: potency means the concentration at half of the fitted maximal effect; on the % scale 0 is the no-effect control and ±100 the full control effect; nearly all actives have a fitted effect of over 60% in size; many of its hits are not listed in these tables
#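 HEK293 cells stably expressing RXFP1, treated 30 min at 37C with compounds plus PDE4 inhibitor Ro 20174; cAMP measured by HTRF TR-FRET. Normalized to buffer and 29 nM porcine relaxin; EC50 by Hill fit.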
# PI4K2A inh: qHTS for small molecular inhibitors of PI4K2A; Phosphatidylinositol 4-kinase type 2-alpha (Homo sapiens), Q9BTU6; purified PI4K2A, ADP-Glo luminescence, 1 h; hits give low values; activity change, negative = inhibition, % at 76.9 µM; 420,000 compounds, 0.13% hits; AID 1346378, 2018; in the data active means activity change below about -50%; inconclusive means mostly about -30% to -49%;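 further: -100% = wells without enzyme as full effect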
#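 PI4K2A activity was measured by ADP-Glo luminescence: enzyme (4 ug/mL stock) and phosphatidylinositol (1.2 mM stock) in Tris pH 7.5/MgCl2/EGTA/Triton X-100 buffer were reacted with ATP (300 microM stock) for one hour at ambient temperature.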
# * marks the source's active call; other numbers are inactive results; u = inconclusive; x = no result given; & = joins results of further samples; [ ] = dose if it differs, or a comment. Unless noted, the call rests on the fitted dose curve; in most records, active means well fitted curve in the direction sought with a large enough effect; inconclusive means small, poorly fitted or top-dose-only effect, or another doubt; inactive means no such curve, though single readings can be large; an effect the other way counts as inactive or inconclusive. An excerpt; rates above refer to the full screens.
structure	TrxR1 substrate	GRP78 ERSR act	LDHA block	Vif-APOBEC3G blk	Vif-APOBEC3F blk	mIDH1 inhibitor	USP1-UAF1 inh	RXFP1 agonist	PI4K2A inh
Cc1c(NC(=O)Cn2cc([N+](=O)[O-])cn2)c(=O)n(-c2ccccc2)n1C	10%[57.1 µM]	-1%	-7	-1%	-2%	-2%	-16%	-0.1%	-4
O=C(Nc1ccc(C(=O)NCCCN2CCN(c3ccccc3)CC2)cc1)C1=CSCCO1	-3%	2%	-2	-1%	3%	23%	-9%	1.2%	-1
COc1ccc(CCCNC(=O)C2(C)Cc3c(-c4ccc5c(c4)OCO5)ccnc3O2)cc1 (centres undefined)	x	-1%	-3	u	x	x	x	x	0
Cc1ccc(C(=O)Nc2onc3c2CCCC3)cc1	-4%	-10%	1	0%	-2%	10%	-31%	-2.0%	-9
CNC(=O)CN1C(=O)c2cccnc2Sc2ccccc21	0%[57.1 µM]	-3%	0	2%	-7%	0%	-9%	0.1%	3
S=C(Nc1ccc2nsnc2c1)NC1CCCCC1	-6%	-2%	32	-1%	8%	5%	-18%	6.6%	u
COc1ccc(S(=O)(=O)N2CCOC2CNC(=O)C(=O)NCc2ccncc2)cc1OC (centres undefined)	10%	-5%	0	0%	3%	9%	-12%	0.6%	1
CCOC(=O)N1N=C(C)CC1(O)c1ccccc1 (centres undefined)	3%[57.1 µM]	-5%	-8	0%	0%	3%	-18%	1.6%	-3
COc1ccccc1N1C(=O)N(C(C)=O)C2C1Nc1ccccc1N2C (centres undefined)	11%	-2%	8	u	u	10%	u	-1.3%	-2
CCOc1ccc(CCNS(=O)(=O)c2ccc3c(c2)oc(=O)n3C)cc1OCC	3%	-5%	1	2%	10%	-3%	-25%	-2.0%	-2
Fc1ccc(-n2nnc(-c3ccccc3)n2)cc1	7%	-4%	1	-8%	-11%	3%	-10%	1.1%	-23
C[C@@H]1NS(=O)(=O)c2cc(Cl)ccc2O[C@@H]1c1ccccc1	-8%	-5%	-8	-8%	5%	-4%	-9%	x	2

# Next part; it opens with the 5 that closed the last part.
structure	TrxR1 substrate	GRP78 ERSR act	LDHA block	Vif-APOBEC3G blk	Vif-APOBEC3F blk	mIDH1 inhibitor	USP1-UAF1 inh	RXFP1 agonist	PI4K2A inh
CCOC(=O)N1N=C(C)CC1(O)c1ccccc1 (centres undefined)	3%[57.1 µM]	-5%	-8	0%	0%	3%	-18%	1.6%	-3
COc1ccccc1N1C(=O)N(C(C)=O)C2C1Nc1ccccc1N2C (centres undefined)	11%	-2%	8	u	u	10%	u	-1.3%	-2
CCOc1ccc(CCNS(=O)(=O)c2ccc3c(c2)oc(=O)n3C)cc1OCC	3%	-5%	1	2%	10%	-3%	-25%	-2.0%	-2
Fc1ccc(-n2nnc(-c3ccccc3)n2)cc1	7%	-4%	1	-8%	-11%	3%	-10%	1.1%	-23
C[C@@H]1NS(=O)(=O)c2cc(Cl)ccc2O[C@@H]1c1ccccc1	-8%	-5%	-8	-8%	5%	-4%	-9%	x	2
O=C1CC(NCC2CCCO2)C(=O)N1c1ccc(Cl)cc1 (centres undefined)	6%	-1%	-12	0%	2%	-7%	-21%	1.1%	-1
Cc1cc(C)nc(CC(N)=O)n1	1%	-2%	0	-1%	-8%	1%	-14%	0.9%	-10
COc1ccc(N2CCOCC2)c(NC(=O)COc2cccc(C)c2)c1	-1%	-3%	3	-1%	4%	9%	-9%	4.4%	1
CCC(c1c(C)[nH]oc1=O)c1c(C)[nH]oc1=O	0%	-5%	2	-2%	x	1%	3%	1.8%	-11
CN(CC(=O)Nc1cccc(Cl)c1)C1=NS(=O)(=O)c2ccccc21	-5%[57.1 µM]	-4%	0	-2%	3%	4%	u	x	4
COc1cc(C(=O)N=C2SC3CS(=O)(=O)CC3N2c2ccccc2)cc(OC)c1OC (centres undefined)	-1%	-4%	-2	-8%	11%	11%	-21%	u	-3
O=C(NNC(=O)c1ccccc1O)c1ccc(S(=O)(=O)Nc2ccccc2)cc1	5%	-6%	6	1%	4%	-2%	-8%	0.1%	2
COCCCNC(=O)/C(C#N)=C/c1cccc(NC(=O)c2ccccc2Cl)c1	-8%	-2%	-7	u	-18%	-2%	-8%	2.0%	4
CCc1nnc(NC(=O)C2CCN(C(=O)c3ccccc3C)CC2)s1	-2%	-5%	-2	-1%	-11%	6%	-4%	0.1%	-2
CCC(C)NC(=O)CSc1nc2cc3c(cc2c(=O)n1CCCC(=O)NCCc1ccc(OC)c(OC)c1)OCO3 (centres undefined)	1%[57.1 µM]	-3%	-7	3%	8%	7%	u	-2.4%	-7
CC(C)CN(C(=O)CCC1CCCCC1)c1c(N)n(CC(C)C)c(=O)[nH]c1=O	-1%	-5%	-7	-4%	1%	-7%	-20%	-1.1%	-4
COC(=O)Nc1c(C)nn(Cc2ccccc2C)c1C	0%	-6%	1	0%	3%	5%	-1%	-0.5%	-18
Cc1ccc(-c2[nH]ncc2CNC(C)c2ccccc2)cc1 (centres undefined)	3%	-4%	-3	3%	x	x	x	x	x
COc1ccc(C(O)(CCc2ccccc2)CCN2CCCCC2)cc1 (centres undefined)	7%[57.1 µM]	-2%	-3	2%	-15%	0%	-17%	-2.2%	4
CCC(C)NC(=O)CSC1=Nc2ccccc2C2=NC(c3ccccc3)C(=O)N12 (centres undefined)	74%[activator]	-3%	11	-10%	-2%	2%	0%	1.7%	3
Cc1cc(C)cc(N2C(=O)CSC2c2ccccn2)c1 (centres undefined)	9%[57.1 µM]	-3%	1	-3%	-13%	4%	-15%	3.4%	1
Oc1cccc2ccc(/C=C/c3cccs3)nc12	-3%	8%	20	0%	-11%	9%	-12%	-1.4%	-13
COc1ccc(-c2cn3c(n2)sc2cc(C(=O)NC4CCCc5ccccc54)ccc23)cc1 (centres undefined)	8%	5%	-11	-11%	-22%	-4%	-7%	24%	-1
Cc1ccc(C)c(Cn2c(CN(C)Cc3ccccc3)nc3c2c(=O)n(C)c(=O)n3C)c1	-3%[57.1 µM]	-4%	3&6	-10%	-4%	10%	-24%	0.0%	-3
Cc1ccccc1NC(=O)CN(c1ccc(Cl)cc1Cl)S(=O)(=O)c1ccccc1	6%	-3%	-5	0%	-2%	-16%	-23%	-2.1%	-2
COc1cccc(C2CC(c3c(-c4ccccc4)c4cc(Cl)ccc4[nH]c3=O)=NN2S(C)(=O)=O)c1OC (centres undefined)	6%[11.4 µM]	-5%	-6	-7%	-1%	2%	-11%	-3.3%	-7
CC(C)(C)NC(=O)C[C@H]1C[C@H](C(=O)N2CCOCC2)[C@@]2(C)c3[nH]c4cc(-c5ccco5)ccc4c3CCN2C1=O	49%[activator]	-1%	-15	-4%	7%	2%	u	x	2
COc1ccc2[nH]cc(CCNC(=O)c3ccc4ccccc4n3)c2c1	6%[57.1 µM]	0%	-5	-5%	3%	18%	-12%	4.1%	0
O=C(O)C1CCN(S(=O)(=O)N2CCOCC2)CC1	-4%	-4%	-16	-4%	-5%	8%	-6%	1.6%	-1
CCOC(=O)c1c(NC(=O)c2cc3nc(-c4ccc(Br)cc4)cc(C(F)(F)F)n3n2)sc(C(C)=O)c1C	-8%[57.1 µM]	-3%	-8	7%	-2%	-16%	-28%	0.4%	-1
O=S(=O)(c1ccc2oc3ccccc3c2c1)N1CCCC1	-7%[57.1 µM]	-7%	1	0%	-1%	-2%	-17%	2.4%	-8
O=C1CCCC/C1=C\Nc1ccc(S(=O)(=O)Nc2cnc3ccccc3n2)cc1	-6%[57.1 µM]	-6%	-1	u	6%	-10%	-16%	-0.4%	-2
CN(CC(=O)Nc1cccc(F)c1)C(=O)c1cc(-c2ccccc2)nc2ccccc12	-1%	-2%	2	-8%	2%	5%	-22%	0.5%	-1
Cc1ccc(S(=O)(=O)CC(=O)N2CCN(c3ccc(F)cc3)CC2)cc1	3%	-3%	-4	3%	-17%	5%	-5%	0.2%	2
Cc1nc2cc(C)c(C)cc2s1	-7%[57.1 µM]	-4%	-6	3%	6%	4%	-17%	1.4%	-5
